# Screens deposited in PubChem by several laboratories.
# IL1B cytotox: cytotoxicity in IL-1B stimulated HUVEC, primary screen, cytotoxicity control for IL-1B NFkB translocation project, imaging, Hoechst nuclear count, IL-1B stimulus; HUVEC cell count loss; cell count reduction, % at 2 µM; hit rate 0.41% among 94,000; AID 845, 2007;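 active = cell count reduction more than 3 SD above the screen-wide mean, cut at about 70% in these data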;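 also: normalized per plate to untreated control cells as the no-loss baseline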
# MT1-MMP txn act: MT1-MMP promoter reporter activation – cell-based, luciferase luminescence, primary screen. HT1080 MT1-MMP promoter luciferase reporter, overnight; active compounds read high. activation factor at 10 µM. hit rate 0.16% among 86,000. AID 750, 2007;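 active = activation factor of at least 2 for MT1-MMP transcription at 10 µM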
# Smad3 FoxH1 inh: Smad3/FoxH1 peptide binding inhibitors, primary screen, biochemical, TR-FRET. inhibition, % at 25 µM. TR-FRET Smad3/Dy647-FoxH1 peptide binding, europium anti-His. hit rate 0.29% among 88,000. Mothers against decapentaplegic homolog 3 (Homo sapiens), P84022. AID 630, 2007;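 active = compounds that reduce the energy-transfer binding signal between the protein and its labelled peptide by more than half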;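 also: 0% = Smad3 plus labelled peptide maximal FRET and 100% = peptide-only background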
# Target sequence (P84022 whole entry, looked up): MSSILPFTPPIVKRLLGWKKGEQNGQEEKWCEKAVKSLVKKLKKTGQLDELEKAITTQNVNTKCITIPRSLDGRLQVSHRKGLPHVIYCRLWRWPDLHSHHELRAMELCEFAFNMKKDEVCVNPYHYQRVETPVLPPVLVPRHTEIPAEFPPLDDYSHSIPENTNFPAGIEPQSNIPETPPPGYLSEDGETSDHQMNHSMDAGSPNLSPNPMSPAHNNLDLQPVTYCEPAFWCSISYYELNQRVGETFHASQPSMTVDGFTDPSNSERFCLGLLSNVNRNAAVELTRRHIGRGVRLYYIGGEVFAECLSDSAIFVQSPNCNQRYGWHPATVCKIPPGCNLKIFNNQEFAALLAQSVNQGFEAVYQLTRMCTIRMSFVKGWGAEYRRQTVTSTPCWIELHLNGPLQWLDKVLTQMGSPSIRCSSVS
# DAT uptake mod: changed hDAT dopamine uptake under cocaine IC80, either direction, primary screen, cocaine antagonist project, cell-based, LLC-PK1 hDAT, [14C]-dopamine uptake, MLSMR | Sodium-dependent dopamine transporter (Homo sapiens), Q01959 | LLC-PK1 hDAT cells, [14C]-dopamine uptake with cocaine IC80; actives deviate in either direction | B-score at 10 µM | hit rate 1.3% among 110,000;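 active = Z score or B-score, a plate-position-corrected score, falls beyond the plate's 99.7% confidence bounds, in either direction; inactive = both scores lie inside the 99.7% bounds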;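 also: scored against the spread of the other compound wells on the same plate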
# Target sequence (Q01959 whole entry, looked up): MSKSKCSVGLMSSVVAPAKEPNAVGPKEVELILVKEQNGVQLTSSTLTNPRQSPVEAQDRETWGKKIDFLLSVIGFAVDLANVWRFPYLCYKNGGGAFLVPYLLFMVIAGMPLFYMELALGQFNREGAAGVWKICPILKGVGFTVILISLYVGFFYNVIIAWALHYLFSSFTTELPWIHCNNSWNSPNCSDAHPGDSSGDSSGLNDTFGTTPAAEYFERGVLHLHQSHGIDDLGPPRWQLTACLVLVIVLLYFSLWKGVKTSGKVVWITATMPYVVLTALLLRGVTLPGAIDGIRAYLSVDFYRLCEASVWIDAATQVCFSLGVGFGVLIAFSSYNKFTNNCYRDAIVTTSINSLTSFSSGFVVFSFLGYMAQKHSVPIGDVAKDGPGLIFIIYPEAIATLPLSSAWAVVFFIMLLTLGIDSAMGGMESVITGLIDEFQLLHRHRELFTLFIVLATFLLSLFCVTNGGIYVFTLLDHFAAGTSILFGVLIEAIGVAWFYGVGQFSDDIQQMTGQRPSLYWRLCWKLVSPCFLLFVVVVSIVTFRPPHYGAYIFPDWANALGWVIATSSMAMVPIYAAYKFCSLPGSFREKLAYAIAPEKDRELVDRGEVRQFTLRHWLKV
# VCAM1 TNFa inh: inhibitors of TNFa-induced VCAM1 expression, primary screen, imaging, HUVEC, TNFa stimulus, immunofluorescence. hit rate 0.48% among 95,000. inhibition, % at 2 µM. HUVEC TNFa-induced VCAM-1 immunofluorescence, high-content imaging;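 active = inhibition above the batch mean plus 3 SD, with images confirmed as a hit by eye, cut at about 37% in these data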;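 also: 0% = TNF-stimulated DMSO wells and 100% = unstimulated control wells; not every result past the cut was called active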
# cytoskel mod: modifiers of F-actin cytoskeleton organization, primary screen, imaging, HUVEC, phalloidin staining, high-content imaging. HUVEC TNFa F-actin phalloidin imaging. hit rate 0.18% among 91,000. inhibition, % at 2 µM;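 active = inhibition above the batch mean plus 3 SD and confirmed as a hit by visual image inspection, cut at about 30% in these data, passing the limit was not always enough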; also: strong numbers were not always called active
# LYP inh 2: PTPN22 phosphatase inhibitors, primary screen, biochemical, DiFMUP fluorescence, 2 µM; recombinant LYP catalytic domain; inhibition, % at 2 µM; hit rate 0.21% among 96,000;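 active = inhibition at 2 µM at or above a set limit, the screen mean plus 3 SD, cut at about 24% in these data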;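 also: 0% = DMSO with enzyme and 100% = enzyme fully blocked by orthovanadate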
# Calb biofilm kill: clotrimazole potentiators killing Candida biofilms, primary screen, with clotrimazole, Alamar Blue; AID 834, 2007; hit rate 0.14% among 85,000; inhibition, % at 6 µM; C. albicans biofilm + clotrimazole;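 active = inhibition above 20%; inactive = inhibition below 20%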;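 also: preformed 24 hr biofilms exposed to compound for 48 hr; 0% = biofilm without compound and 100% = blank killed by clotrimazole plus chlorhexidine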
# HUVEC tox TNFa: cytotoxicity in TNFa-stimulated HUVEC, primary screen, cytotoxicity control for VCAM1 expression modulator project, imaging, Hoechst nuclei count; HUVEC TNFalpha-stimulated, Hoechst cell count; cell count reduction, % at 2 µM; hit rate 0.17% among 93,000;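 active = cell count reduction exceeding the screen mean by over 5 SD, scaled to untreated wells per plate, cut at about 78% in these data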;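 also: cells counted after 24 h of TNF alpha exposure following the 1 h pretreatment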
# * hit, by the source's call; . = not tested or not shown; [ ] = dose if it differs, or a comment.
Molecule	HUVEC tox TNFa	LYP inh 2	MT1-MMP txn act	DAT uptake mod	Calb biofilm kill	cytoskel mod	VCAM1 TNFa inh	IL1B cytotox	Smad3 FoxH1 inh
COCCCn1[nH]c2c3c(ccc2c1=O)C(=O)c1ccccc1C3=O	-4	-2	1.1	-0.43	6	8	-25	-1	-16[fluorescence artefact?]
CCn1nc(C)cc1Nc1ccccc1	6	-3	1.2	-0.076	4	-9	8	-23	9
NC(=O)CSc1nc(N)c2c3c(sc2n1)CCCCC3	.	.	1.2	1.2	8	.	.	.	3
Cn1cccc1P(=O)(c1cccn1C)c1cccn1C	18	0	1	0.094	4	-10	12	2	6
O=C(Nc1ccc(N2CCOCC2)c(Cl)c1)C1CCCCC1	-30	2	1.4	-0.48	6	19	-5	14	15[fluorescence artefact?]
CN(c1ccccc1)S(=O)(=O)c1cccc(C(=O)N2CCN(c3ccccn3)CC2)c1	82*	3	1.1	-0.014	0	-29	42	5	-7[fluorescence artefact?]
COc1ccccc1Oc1ccccc1C(=O)O	-2	-8	1.1	1.2	3	-17	31	-9	-4
COc1cc(/C=N/N=C(/N)c2nonc2N)cc(Br)c1OCc1cccc(C)c1	-25	16	1.1	-0.047	0	4	5	-2	9
COc1ccc(-c2cc(C#N)nc(N3CCN(c4ccccc4)CC3)n2)cc1	4	-4	1.1	0.77	6	-24	19	-50	5
CCCc1ccc(-c2c(C)sc(N)c2C#N)cc1	-3	-6	.	-0.3	.	7	2	4	.
CSC1=NCCN1C(=O)c1cccc(Br)c1	-1	12	1.2	-0.51	-1	-20	-12	-9	-18
COc1cc(C(=O)Nc2cccc(-c3nc4cc(C)ccc4o3)c2C)cc(OC)c1OC	6	-6	1.1	1.6	8	-11	11	-9	17[fluorescence artefact?]
CC(C)(C)n1nnnc1C(c1ccc2ncccc2c1)N1CCSCC1 (stereo unspecified)	-2	3	1.2	.	-5	13	-2	-1	-2
CCOc1ccc(/C(O)=C2/C(=O)C(=O)N(CCOCCO)C2c2cccnc2)cc1 (stereo unspecified)	-28	-8	1.2	-0.86	4	8	-8	-61	0
CCC(=O)c1cn(CC(=O)NCc2cccnc2)c2ccccc12	-14	5	1.1	0.078	5	2	1	5	4
COc1ccc(C(C[N+](=O)[O-])c2c(-c3ccccc3)cc3ccccn23)c(OC)c1 (stereo unspecified)	-19	-13	.	-0.51	.	16	6	-16	.
Cc1ccc(/C=N/Nc2cccc3cccnc23)c(O)c1	-6	4	.	-0.83	.	31	18	5	.
CCCCOC(=O)C1=C(C)Nc2ncnn2C1c1ccc(OC)c(OC)c1OC (stereo unspecified)	-6	10	1	0.64	.	21	6	32	.
CC(=O)c1c(Nc2ccc3c(c2)OCCO3)oc(C)cc1=O	-22	7	1.2	-1.1	-2	-12	1	-9	-10
COc1ccc(C(=O)Nc2cccc(C)c2)cc1S(=O)(=O)N1CCOCC1	-21	4	1.1	0.82	10	-1	7	19	-12
O=C(c1ccc(Cl)cc1)C1C2C(=O)N(c3ccccc3)C(=O)C2C2CCCN21 (stereo unspecified)	-9	-5	1.2	-2.2	10	-3	3	4	10
O=C(CN1CCOCC1)Nc1ccccc1Cl	-6	11	1	-1.1	3	.	-3	10	-1
Cc1ccc(N(C(C)C(=O)Nc2ccc(S(=O)(=O)N3CCOCC3)cc2)S(C)(=O)=O)cc1 (stereo unspecified)	9	11	1	0.29	0	-6	-7	-56	3
CCN1CCCC1CNC(=O)Cn1cc2c(n1)CCC(C)C2 (stereo unspecified)	.	.	1.1	-0.61	-1	.	.	.	-16
O=c1c2cc(Cl)ccc2oc2nc3n(c(=O)c12)CCCS3	-10	1	1.1	0.39	0	6	2	-4	22
O=[N+]([O-])c1ccc(N2CCCCC2)c(Cl)c1N1CCCCC1	0	-8	.	-0.6	.	-18	-32	-6	.
CCOC(=O)N1CCN(c2cc(C)c(C(C)=O)cc2F)CC1	-26	-7	1	-0.06	5	-9	16	-17	-11
COc1ccc(N2CCN(C(c3cc(OC)ccc3OC)c3nnnn3CC3CCCO3)CC2)cc1 (stereo unspecified)	-4	-12	1.1	0.18	-2	2	17	-24	5
Cc1cc(C)c(NC(=O)C(C)c2cccc(C(=O)c3ccccc3)c2)c(C)c1 (stereo unspecified)	-5	8	.	-0.13	.	-10	0	.	.
Cc1cc(=O)[nH]c2ccccc12	-37	7	1.1	0.13	1	-16	9	38	-3
CCCOc1ccc(/C(O)=C2/C(=O)C(=O)N(CCOC)C2c2cccnc2)cc1 (stereo unspecified)	80*	-1	1.1	.	7	-26	87*	-4	6
CCCc1noc(-c2ccc(-c3ccccc3)cc2)n1	11	5	1	0.4	.	-45	13	17	.
COc1cccc(C2C(C(=O)c3cc4ccccc4o3)=C(O)C(=O)N2c2cc(C)on2)c1OC (stereo unspecified)	-21	-2	1.8	.	9	34	4	6	11[fluorescence artefact?]
FC(F)(F)c1cc(-c2ccco2)nc(NCc2ccccc2)n1	-20	-25	1	-0.0074	7	-1	-34	-13	3
O=C(Cc1cccc2ccccc12)N/N=C/c1ccc(OC(=O)/C=C/c2ccco2)cc1	-7	8	1.2	-0.82	7	7	14	-12	7
CC1=C(C(=O)OC(C)C)C(c2cccnc2)C2=C(CC(C)(C)CC2=O)N1 (stereo unspecified)	13	-4	1	0.36	5	1	17	-3	2
C#CCNc1nc(CC)nc2c1nnn2Cc1ccccc1F	.	1	1.1	1.2	10	12	.	6	-6
O=C(CC1NCCNC1=O)Nc1ccc(Oc2ccccc2)cc1 (stereo unspecified)	16	-2	1.2	1.1	9	-12	-6	7	0
CC1Cc2ccccc2N1C(=O)CCS(=O)(=O)c1cccc2nonc12 (stereo unspecified)	.	.	1.1	0.67	5	.	.	.	8
O=C(NCc1ccccn1)C1CCCN(Cc2cnn(-c3ccccc3)c2-n2cccc2)C1 (stereo unspecified)	-39	2	1.2	0.35	2	.	13	-28	7
O=c1[nH]c(-c2ccncc2)nc2ccccc12	-12	-7	1.1	-0.25	4	-23	8	-18	-1
Cc1onc(-c2ccccc2Cl)c1C(=O)N1C=CC(C(F)(F)Cl)=NCC1	-4	3	.	0.56	.	22	-4	18	.
CCc1noc(C)c1C(=O)N1CCCC1	14	11	1	-1.8	-5	-4	-19	16	2
O=C(O)CSC1CC(=O)N(c2ccc(Cl)c(Cl)c2)C1=O (stereo unspecified)	.	1	1	0.3	3	-12	-24	3	-5
Cc1nc2c(C(=O)NCc3ccccc3)c[nH]n2c(=O)c1Cl	-16	11	1.1	0.034	-1	25	-6	9	-2
CCC(=O)Nc1cccc(-c2nc3ccccc3o2)c1	-6	-1	1.4	0.75	11	-1	-8	0	12
CCOc1cccc(-c2nnc(SCC(=O)Nc3cccc(OC)c3)n2N)c1	-17	9	1.3	0.73	1	32	-13	-1	3
N#CC1=C(N)NC(SCc2ccc(Cl)cc2)=C(C#N)C12CCCCC2	-15	8	0.8	1.1	-1	-9	-5	20	-8
Cc1nn(Cc2ccc(F)cc2)c(C)c1NC(=O)c1cnn2c1NC(c1ccccc1)CC2C(F)(F)F (stereo unspecified)	-7	6	1.2	0.092	3	-4	12	-11	5
COc1ccccc1OCCn1cc(C(=O)c2ccco2)c2ccccc21	10	7	1.2	-0.29	5	72*	4	-20	7

# Next section:
Molecule	HUVEC tox TNFa	LYP inh 2	MT1-MMP txn act	DAT uptake mod	Calb biofilm kill	cytoskel mod	VCAM1 TNFa inh	IL1B cytotox	Smad3 FoxH1 inh
COCCNC(=O)c1c(N)n(CCCn2ccnc2)c2nc3ccccc3nc12	-8	-4	1.1	0.5	9	-14	3	56	10
O=C(Nc1ccc(Cl)cc1)N1CCC(c2nc(-c3ccccc3Cl)no2)CC1	10	6	1.1	-0.67	6	-9	16	-5	0
Cc1cc(S(=O)(=O)N(C)CCc2ccccc2)ccc1-n1cnnn1	-24	5	1	-0.09	6	-1	19	-15	7
CCS(=O)(=O)NCCCc1ccccc1	4	14	1.1	-0.73	3	-30	-32	8	-14
CCOC(=O)C1CCCN(c2c(NCCN3CCCCC3CC)c(=O)c2=O)C1 (stereo unspecified)	-5	3	.	0.1	10	-22	13	-6	3
CCOc1ccc(NC(=O)c2cnccn2)cc1	-28	-8	1.1	0.073	3	-18	-21	-29	14
CC(=O)NCCn1c(SCC#N)nc2ccccc2c1=O	-10	2	1.1	-1.1	7	-7	2	31	-11
COc1ccccc1C1C(C(C)=O)=C(O)C(=O)N1CCc1ccccc1 (stereo unspecified)	10	11	1	0.13	-1	-8	8	-29	-16
Cc1cc(C)nc(N2CCN(c3nc(C)cc(C)n3)CC2)n1	-39	-7	0.9	0.45	7	20	12	14	-15
COC(=O)NCCOc1nc(N(C)C)nc(N(C)C)n1	-19	2	0.9	0.2	4	-12	4	10	2
COc1ccccc1C(=O)NC(C)C(c1cccs1)N1CCOCC1 (stereo unspecified)	20	-2	1.2	-0.11	6	-1	-27	-33	6
C1CCN(c2nc3nonc3nc2N2CCCCC2)CC1	-10	4	1.2	-0.3	5	15	6	-5	10[fluorescence artefact?]
CC1=NNC(=O)C1C(c1ccc(F)cc1)C(C#N)C#N (stereo unspecified)	-7	-12	1.3	-0.82	7	-8	-12	13	5
C=CCn1c2ccccc2c2nnc(SCC(=O)OCN3C(=O)c4ccccc4C3=O)nc21	-15	5	1.1	-0.89	8	-23	-12	-26	-6
CC(C)(C)NCc1cccn1-c1sc2c(c1C#N)CCCC2	-27	3	1	0.26	6	10	0	2	5
COC(=O)c1ccc(C(=O)OC)c(NS(C)(=O)=O)c1	-8	-4	1	-0.97	2	-11	-1	18	1
N#Cc1c(Nc2ccccc2)sc(C(=O)c2ccccc2)c1N	-15	-1	.	-0.022	.	13	4	-3	.
C=CCN1C=CC(=C/C=C(/C#N)C(=O)OCC)C=C1	-23	13	1.3	-2.6*	4	9	-29	-16	-1[fluorescence artefact?]
O=C(c1cccc(Br)c1)N1CCCC1	-10	4	.	-0.89	-4	-10	-14	.	6
Cc1cc(C)c2c(CC(=O)Nc3ccc(Cl)cn3)coc2c1	-27	0	1.1	-1.8	6	-8	1	-1	4
O=C(NCCCn1ccnc1)c1cccnc1	-11	-1	1.1	-0.51	4	-3	-3	30	7

# Gathered by group, those above with two or more sulfur atoms.
Molecule	HUVEC tox TNFa	LYP inh 2	MT1-MMP txn act	DAT uptake mod	Calb biofilm kill	cytoskel mod	VCAM1 TNFa inh	IL1B cytotox	Smad3 FoxH1 inh
NC(=O)CSc1nc(N)c2c3c(sc2n1)CCCCC3	.	.	1.2	1.2	8	.	.	.	3
Cc1ccc(N(C(C)C(=O)Nc2ccc(S(=O)(=O)N3CCOCC3)cc2)S(C)(=O)=O)cc1 (stereo unspecified)	9	11	1	0.29	0	-6	-7	-56	3

# Not all compounds are listed; count on the stated rates, not on these rows.
